Growth percent in the NCI-60 one-dose screen (48 h, 10 µM unless noted): 100 = growth as untreated, 0 = no growth, -100 = all killed.
SF-295: SF-295 CNS cancer cells | actives 5.6% (n = 79,000)
SNB-75: SNB-75 CNS cancer. actives 5% (n = 79,000). AID 1794750
SW-620: SW-620 colon cancer | actives 5.2% (n = 82,000)
HCT-15: HCT-15 colon cancer; actives 5.2% (n = 82,000); AID 1794746
SNB-19: SNB-19 CNS cancer cells. actives 2.5% (n = 81,000). AID 1794751
SF-539: SF-539 CNS cancer | actives 6.8% (n = 81,000)
KM12: KM12 colon cancer cells; AID 1794800; actives 5% (n = 82,000)
HCC-2998: HCC-2998 colon cancer | actives 4.7% (n = 79,000)
HCT-116: HCT-116 colon cancer | actives 7.3% (n = 82,000) | AID 1794798
* marks the source's active call; other numbers are inactive results; · = no result given; & = joins results of further samples; [ ] = dose if it differs, or a comment. Rule for the calls: active = growth percent below 10; inactive = the rest.

No.	canonical_smiles	SF-295	SNB-75	SW-620	HCT-15	SNB-19	SF-539	KM12	HCC-2998	HCT-116
1	Nc1nc2[nH]cc(CCc3ccc(C(=O)N[C@@H](CCc4nn[nH]n4)C(=O)O)cc3)c2c(=O)[nH]1	105	105	105	109	110	103	102	115	106
2	CC(=O)OCC(OC(C)=O)C1OC(c2ccccc2)OC(C(COC(C)=O)OC(C)=O)C1OC(C)=O (stereo not given)	·	69	101	99	101	97	107	116	98
3	Cc1ccc2nc(COc3ccc(NC(=S)Nc4ccccc4)cc3)[nH]c2c1	100	97	110	106	99	96	104	96	102
4	CC(C)(C)OC(=O)N1C=C/C(=C\Cn2cc(-c3ccccc3)nn2)CC1	61	79	94	87	73	79	89	88	74
5	Nc1nnc(CS(=O)(=O)c2ccccc2)s1	99	102	108	100	103	101	101	103	107
6	c1ccc(-c2nc3ccccc3s2)cc1	98	92	94	92	95	96	95	97	97
7	Clc1ccc(-c2ccc(-c3ccc(/C=N/NC4=NCCN4)cc3)s2)nc1	103	·	105	81	94	80	91	106	96
8	Cc1ccc(S(=O)(=O)Oc2nncc(-c3ccccc3)n2)cc1	110	98	106	106	90	114	110	105	94
9	COc1ccc(/C=C/C(=O)/C=C2\C(=O)Nc3cc(Br)ccc32)cc1	103	98	100	92	103	103	101	120	87
10	COc1ccc(N=Nc2c(N)nn3c(-c4ccc(Cl)cc4)ccnc23)cc1	100	98	102	103	107	104	103	111	93
11	CC(=O)C1=C(C)NC(NNc2ccccc2)=NC1c1cccc([N+](=O)[O-])c1 (stereo not given)	99	94	67	73	95	102	93	105	87
12	CCCCC[C@H]1C/C=C2/C(=O)C=C[C@@H]2C/C=C\CCCC(=O)O[C@@H](CCCCC)C/C=C2/C(=O)C=C[C@@H]2C/C=C\CCCC(=O)O1	-45*	-81*	-54*	-55*	-83*	-89*	-86*	-79*	-96*
13	CSc1nc2ccccc2c(=O)n1CCc1ccccn1	91	68	91	96	96	102	83	101	89
14	CCCCCCCCCC(=O)OCC	108	104	104	111	103	105	105	97	107
15	Nc1nc2ccccc2[nH]1	110&102	91&102	106&101	101&108	107&109	106&109	112&101	107&102	98&99
16	CSc1nc(=O)n(Cc2ccc(Cl)cc2)c(=O)n1Cc1ccc(C(=O)O)cc1	95	·	112	100	99	98	111	119	106
17	Cc1ccc(C(C)C)cc1NC(=O)Nc1ccc([N+](=O)[O-])cc1	4.2*	41	10	11	20	29	2.7*	·	-23*
18	O=C1c2ccccc2C(=O)c2c1c(C(=O)c1ccccc1)c1ccccn21	101	97	95	101	91	99	91	108	67
19	Cc1ccccc1NC(=O)CNCC(C)C	98	107	109	93	113	105	98	98	83
20	NS(=O)(=O)c1ccc(CNC(=O)Nc2nc3ccccc3s2)cc1	95	76	95	101	101	95	97	95	89
21	COc1ccc(-c2cc(=O)c3c(OC)c(C=O)c(O)cc3o2)cc1	87	90	69	84	98	135	80	96	84
22	CCNC(=O)Oc1ccc(/C(=C(/C)c2ccc(OC)cc2)c2ccc(OCCN3CCCCCC3)cc2)cc1	-21*	59	-26*	-26*	61	18	40	68	13
23	C=C(C)[C@@H]1CC[C@]2(C)[C@H](CC[C@@H]3[C@@H]([C@@](C)(O)CCC=C(C)C)CC[C@]32C)[C@@]1(C)CCC(=O)N[C@@H](Cc1ccccc1)C(=O)OC	98	86	99	103	96	96	104	101	91
24	COc1ccc(N(C)c2nc(N)nc3sc4c(c23)CCCC4)cc1	14	51	29	4.9*	24	-6.5*	7.2*	7.1*	1.2*
25	Cc1cc(C)c(-c2cc(O)c(-c3c(C)cc(C)cc3C)cc2O)c(C)c1	30	-10*	26	24	46	-26*	24	46	23

(cont.)
No.	canonical_smiles	SF-295	SNB-75	SW-620	HCT-15	SNB-19	SF-539	KM12	HCC-2998	HCT-116
26	O=C(O)CC(c1ccccc1)c1ccccc1	112	104	114	109	113	104	108	99	91
27	Cc1cccc(C[C@H](NC(=O)Nc2ccc(Cl)cc2F)C(=O)N[C@@H]2C(=O)N3C[C@H](OC(=O)CCN(C)C)C[C@H]3C(=O)N3CCCC[C@H]3C(=O)N[C@@H](C)C(=O)N3C[C@H](C)C[C@H]3C(=O)O[C@H]2C)c1	8.0*	13	30	65	21	36	23	19	-29*
28	CN1C(=O)N(C)C2Nn3c(s/c(=C\c4ccccc4F)c3=O)=NC21 (stereo not given)	58	78	69	62	70	76	53	105	33
29	CN1C(=O)C2(C(C#N)=C(c3ccccc3)Nc3c2c(-c2ccccc2)nn3-c2ccccc2)c2ccccc21 (stereo not given)	75	49	98	79	79	63	96	101	66
30	O=C1C(c2ccccc2)C2C=CC(C2)N1O (stereo not given)	122	107	109	106	106	113	108	103	104
31	O=C(OCc1ccc2cccc(O)c2n1)N1CCN(C(=O)c2cc3ccccc3[nH]2)CC1	92	82	88	58	87	93	101	90	91
32	CCOC(=O)C(C)(C)C(=O)O	110	80	96	95	97	116	140	·	99
33	CCn1c(Cc2ccccc2Nc2c(Cl)cccc2Cl)nnc1SCC(=O)Nc1ccc(Cl)cc1	59	74	78	73	81	89	59	90	57
34	O=[N+]([O-])c1ccc(OCCO)cc1	105	103	101	101	101	108	106	113	103
35	CCCCC(CC)COC(=O)c1ccc(C(C)C)cc1 (stereo not given)	105	94	·	107	106	101	106	90	91
36	COc1cc(/C=C2\N=C(c3ccccc3)N(c3ccc(S(N)(=O)=O)cc3)C2=O)cc(OC)c1OC	77	40	94	90	72	79	97	108	83
37	O=C(CSc1nc2ccccc2c(=O)n1-c1ccc(Cl)cc1)N/N=C/c1ccc(N2CCCCC2)cc1	76	80	66	68	43	41	96	118	37
38	CCCCCCCCCCCC(=O)N(CC)CC	100	82	99	96	97	97	110	107	102
39	COC(=O)c1cncc(C(=O)Nc2ccc(-n3cnc4ccccc43)cc2)c1	100	117	112	100	99	96	88	116	103
40	COc1ccc(Cl)cc1NC(=O)NNC(=O)C(=O)Nc1ccc(F)cc1	·	102	104	99	101	104	107	109	98
41	COC(=O)C(CC(=O)c1ccccc1)C(c1ccccc1)[N+](=O)[O-] (stereo not given)	98	105	109	103	102	99	107	100	85
42	Cc1ccc(C)c2c1sc1nn(CN3CCCC3)c(=O)c(=O)n12	71	68	91	91	101	96	90	99	65
43	O=C1/C(=C/c2ccc(F)cc2)Cc2ccccc21	91	83	104	95	92	107	106	90	88
44	CC(=O)OC1CCC2(C)C(CCC3C2CC(OC(C)=O)C2(C)C(/C(C)=C/C=C(c4ccccc4)c4ccccc4)CCC32)C1 (stereo not given)	·	95	101	99	99	105	101	113	96
45	O=c1cc(N/N=C/c2ccccc2)c2cc(Cl)ccc2[nH]1	100	107	105	94	106	98	104	86	85
46	O=C(N/N=C/c1ccc(Cl)cc1)c1ccc(OCc2nc3ccc(Cl)cc3[nH]2)cc1	14	54	-40*	-47*	35	68	53	18	23
47	O=C1CC(n2c(O)c(C=Nc3cccnc3)sc2=S)C(=O)N1c1cccnc1 (stereo not given)	97	103	101	108	103	96	123	108	105
48	CCCCCCCC(N)=O	104	94	106	102	98	104	119	114	103
49	Cc1cccc2sc(NC(=O)CN3CCN(CCN4C(=O)c5cccc6cccc(c56)C4=O)CC3)nc12	104	91	96	46	93	77	93	90	82
50	COc1ccc(/C=c2\sc3n(c2=O)C(c2cc(OC)c(OC)c(OC)c2)C=C(c2ccc(OC)c(OC)c2)N=3)cc1 (stereo not given)	111	73	108	94	92	·	102	110	93

Continuation:
No.	canonical_smiles	SF-295	SNB-75	SW-620	HCT-15	SNB-19	SF-539	KM12	HCC-2998	HCT-116
51	NCc1nnc(CCC(=O)c2nc3ncccc3[nH]2)o1	96	80	99	98	95	103	101	99	102
52	CCCC(CCC)C(=O)OCc1cn(-c2cc3ccccc3oc2=O)nn1	104	113	92	92	96	112	106	108	66
53	CCOC(=O)CSC1=C(C)C(=O)c2ccccc2C1=O	101	93	98	79	95	95	100	108	100
54	CC1=C/C(=N\NC(=O)c2ccncc2)CC(C)(C)C1	·	102	102	108	100	103	111	125	97
55	O=C(O)c1ccc(N2CCCCC2)cc1O	109	90	104	109	96	97	106	107	105
56	c1cnc2ccc3ncccc3c2c1	113	90	100	108	·	104	110	124	96
57	COc1cc(C(=O)NNC(=O)c2ccccc2C(=O)O)cc(OC)c1OC	47	86	37	32	50	30	37	69	29
58	COC(=O)C1=NNC(=S)N(c2cc(C)[nH]n2)C(=O)C1	96	94	102	102	98	102	102	94	99
59	COc1ccc(/C=C2\C(=O)N(c3nc(-c4c(O)cc(C)oc4=O)cs3)N=C2C)cc1	98	95	106	85	92	105	104	98	102
60	O=S(=O)(NCCCNc1nccc(-n2cnc3ccccc32)n1)c1ccc(Cl)cc1	98	92	110	93	104	92	92	108	94
61	CCN1CCN(CC(=O)Nc2nc3ccc(NCc4ccc(C)cc4)cc3s2)CC1	88	92	44	1.8*	82	22	73	81	13
62	CCCCOC(=O)C1OC(Oc2ccc3c(C)cc(=O)oc3c2)[C@@H](O)C(O)C1O (stereo not given in full)	97	86	100	103	98	97	103	107	105
63	Cc1cc(N2CCOCC2)nc(N(CCNc2ccnc3cc(Cl)ccc23)Cc2cccs2)n1	-54*	-18*	19	18	57	-66*	26	-13*	-25*
64	Cc1ccc2c(c1)C(=O)/C(=C\Nc1ccc(C(N)=O)cc1)C(O)O2 (stereo not given)	94	75	93	86	106	100	88	134	93
65	COC1=CC(=O)C(C)=CC1=O	114	76	107	101	108	101	106	118	112
66	CCOC(=O)c1cc(C(=O)c2ccc(F)cc2F)n2ccccc12	95	84	94	80	84	95	96	101	93
67	COc1cccc(/C=N/NC(=O)CSc2nc3ccccc3c(=O)n2Cc2ccc(S(N)(=O)=O)cc2)c1	77	82	100	75	103	96	89	120	92
68	O=C(NN1C(=O)/C(=C/c2cccs2)SC1=S)c1ccc(O)cc1	97	96	105	100	94	98	100	98	103
69	Cc1ccc(S(=O)(=O)Oc2ccc3ccccc3c2)cc1	98	94	92	94	95	106	79	107	93
70	CCCCC1COc2cccc3c2N1C=C/C3=C\C(=O)N(C)c1cccc(Cl)c1 (stereo not given)	98	93	102	99	92	104	105	111	91
71	CCCCC(C#N)C(N)=O (stereo not given)	·	96	111	105	107	97	119	104	98
72	NS(=O)(=O)c1ccc(NC(=O)C(O)C(O)C(O)C(O)CO)cc1 (stereo not given)	104	113	99	100	·	102	103	101	98
73	COc1cccc(/C=c2\sc3ncnn3c2=O)c1OC(C)=O	97	88	110	80	101	104	112	111	84
74	N#Cc1ccc(Cn2c(-c3nonc3N)nc3ccccc32)cc1	86	47	88	78	84	89	85	92	70
75	Cc1cc2c([nH]1)CSc1cc(S(=O)(=O)c3ccccc3)c(=O)[nH]c1-2	11[100 µM]	20[100 µM]	24[100 µM]	18[100 µM]	37[100 µM]	-28*[100 µM]	-37*[100 µM]	12[100 µM]	1.3*[100 µM]

Five entries drawn at random from the list so far, as already listed:
No.	canonical_smiles	SF-295	SNB-75	SW-620	HCT-15	SNB-19	SF-539	KM12	HCC-2998	HCT-116
74	N#Cc1ccc(Cn2c(-c3nonc3N)nc3ccccc32)cc1	86	47	88	78	84	89	85	92	70
69	Cc1ccc(S(=O)(=O)Oc2ccc3ccccc3c2)cc1	98	94	92	94	95	106	79	107	93
55	O=C(O)c1ccc(N2CCCCC2)cc1O	109	90	104	109	96	97	106	107	105
52	CCCC(CCC)C(=O)OCc1cn(-c2cc3ccccc3oc2=O)nn1	104	113	92	92	96	112	106	108	66
61	CCN1CCN(CC(=O)Nc2nc3ccc(NCc4ccc(C)cc4)cc3s2)CC1	88	92	44	1.8*	82	22	73	81	13

Next structures follow:
No.	canonical_smiles	SF-295	SNB-75	SW-620	HCT-15	SNB-19	SF-539	KM12	HCC-2998	HCT-116
76	Cc1ccc(C(=O)N/C(=C2/OCCN2C)[P+](c2ccccc2)(c2ccccc2)c2ccccc2)cc1	87	100	84	110	74	91	55	75	58
77	Cc1ccc2ncn(C(=O)/C=C/c3ccccc3)c2c1	95	73	70	55	97	88	90	91	35
78	COc1ccc([N+](=O)[O-])cc1NC(=O)CC(=O)c1ccccc1	105	104	111	118	119	106	127	119	105
79	CC(c1ccc(N)cc1)(c1c[nH]c2ccccc12)c1c[nH]c2ccccc12	76	72	104	86	97	92	82	103	98
80	CCCCOC(=O)C12CCCCC1O2 (stereo not given)	102	100	102	109	102	105	106	102	103
81	COc1ccc(-c2cc(NC(=O)Nc3ccc(O)cc3)no2)cc1	59	63	76	49	91	69	21	83	90
82	N#Cc1c(Oc2ccc(Cl)cc2)nc2sc3cc(Cl)ccc3n2c1=N	146	48	113	121	93	109	87	129	106
83	CNc1nc(C)c(-c2nc(Nc3cccc(S(N)(=O)=O)c3)ncc2F)s1	6.8*	-19*	8.0*	1.8*	7.9*	·	5.3*	3.0*	5.3*
84	O=C1NC(=O)C(Cc2ccc(OCc3ccc(-c4ccc(F)cc4)cc3)cc2)S1 (stereo not given)	83	78	93	76	79	79	81	114	73
85	COC(=O)c1nc(Br)cnc1N	104	95	109	109	113	110	101	94	99
86	CCCCCCCCCCCCCCCC(=O)Nc1ccn(CC#CCO)c(=O)n1	95	80	108	97	99	101	103	97	97
87	COc1cc(/C=C2\C(=O)N(C[C@@H](O)CN[C@H](C(=O)O)C(C)C)c3ccccc32)cc(OC)c1OC	118	95	105	97	92	107	92	113	92
88	COc1ccc2[nH]cc(/C=N/Nc3cccc(Cl)n3)c2c1	47	62	80	30	61	27	21	40	37
89	Nc1ncnc2c1C(c1ccccc1)c1ccc3ccccc3c1O2 (stereo not given)	88	65	95	96	81	91	88	102	85

Looked up above:
SW-620 with `O=C1NC(=O)C(Cc2ccc(OCc3ccc(-c4ccc(F)cc4)cc3)cc2)S1` (stereo not given) → 93
SW-620 with `COc1cc(/C=C2\N=C(c3ccccc3)N(c3ccc(S(N)(=O)=O)cc3)C2=O)cc(OC)c1OC` → 94
HCC-2998 with `CNc1nc(C)c(-c2nc(Nc3cccc(S(N)(=O)=O)c3)ncc2F)s1` → 3.0*
SW-620 with `O=C(O)c1ccc(N2CCCCC2)cc1O` → 104
SNB-19 with `N#Cc1c(Oc2ccc(Cl)cc2)nc2sc3cc(Cl)ccc3n2c1=N` → 93

Bioassay records: PubChem, NCI
